Screens as filed in PubChem.
ERb coact inh = blocks coactivator binding to human estrogen receptor beta; Q92731; TR-FRET ER-beta LBD / SRC1-Cy5 peptide binding; receptor agonist-loaded with 1 µM estradiol; inhibition, % at 25.6 µM; hit rate 1.3% among 86,000; AID 633;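 active = compounds whose percent inhibition of the receptor-coactivator binding signal exceeds about 50% in the single-dose screen, limit read from the data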;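 note: 0% = receptor plus peptide wells without compound and 100% = peptide-only wells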
ERa coact pot = enhances coactivator binding to human estrogen receptor alpha | hit rate 1.3% among 86,000 | coactivator binding (% of control), % at 25.6 µM | TR-FRET ERalpha-LBD/SRC-Cy5 coactivator binding, 2 h; 100 = basal binding, no effect; in the data active = activity above about 200%;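 note: binding measured in presence of low estradiol as agonist stimulus; 0% = peptide alone without receptor and 100% = receptor with peptide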
Lung fibro prol = blocks proliferation of human lung fibroblasts; LL 47 human lung fibroblast viability, ATP luminescence; stronger effect = lower value; viability, % at 10 µM; hit rate 1.1% among 85,000; AID 719;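 active = viability at or below 50% in the single dose screen; inactive = viability above 50%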;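 note: compound exposure lasted 72 h before the ATP readout; 100% = median luminescence of untreated cell-only wells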
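test system = LL 47 human lung fibroblasts | amount = 1,150 fibroblasts seeded per well | medium = 15% FBS in IMEM | times = overnight cell rest, 72 h compound treatment at 37 °C | measured by = CellTiter-Glo luminescence measuring cellular ATP | read-out = viability percentage against median untreated-cell control | benchmarks = cell-only wells, no compound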
ERa coact inh = blocks coactivator binding to human estrogen receptor alpha. P03372. TR-FRET ER-alpha LBD / SRC-1 peptide, estradiol-bound. inhibition, % at 25.6 µM. hit rate 1.7% among 86,000. AID 629; in the data active = inhibition above about 50%;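 note: 0% = receptor plus peptide control and 100% = peptide only without receptor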
HUVEC prolif 384 = inhibitors of human endothelial cell proliferation; HUVEC proliferation, CellTiter-Glo luminescence, 72 h; stronger effect = lower value; viability, % at 10 µM (by protocol); hit rate 1.1% among 86,000; AID 648;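 active = viability at or below 30%; inactive = viability above 30%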;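 note: 100% = median luminescence of DMSO-only cell control wells on each plate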
Smad3 FoxH1 inh = Smad3 (human) transcription factor binding inhibition | TR-FRET Smad3/Dy647-FoxH1 peptide binding, europium anti-His | P84022 | AID 630 | hit rate 0.29% among 88,000 | inhibition, % at 25 µM;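 active = compounds that reduce the energy-transfer binding signal between the protein and its labelled peptide by more than half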;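 note: 0% = Smad3 plus labelled peptide maximal FRET and 100% = peptide-only background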
Target sequence (P84022 whole entry, looked up): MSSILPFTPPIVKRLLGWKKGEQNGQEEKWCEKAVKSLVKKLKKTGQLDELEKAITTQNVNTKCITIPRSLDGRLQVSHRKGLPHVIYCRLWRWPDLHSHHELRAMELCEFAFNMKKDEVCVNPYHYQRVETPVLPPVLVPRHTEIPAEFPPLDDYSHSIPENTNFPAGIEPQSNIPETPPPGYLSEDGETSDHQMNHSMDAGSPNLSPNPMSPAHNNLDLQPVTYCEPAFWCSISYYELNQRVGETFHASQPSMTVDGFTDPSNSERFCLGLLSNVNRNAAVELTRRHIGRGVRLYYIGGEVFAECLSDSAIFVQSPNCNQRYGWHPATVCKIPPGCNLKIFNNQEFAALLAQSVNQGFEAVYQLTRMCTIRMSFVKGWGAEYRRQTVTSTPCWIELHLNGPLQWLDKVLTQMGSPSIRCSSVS
H69AR inhibit = blocks growth of human H69AR lung tumor cells | viability, % at 10 µM | AID 598 | hit rate 6% among 85,000 | H69AR lung tumor viability, ATP luminescence, 72 h; stronger effect = lower value;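 active = viability at or below 40%; inactive = viability above 40%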;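 note: multidrug resistant small cell line overexpressing MRP-1 efflux transporter; 100% = mean luminescence of untreated control wells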
sEH act = soluble epoxide hydrolase (human) activation. purified human sEH enzymatic activity, activator screen. activation, % at 2 µM. hit rate 0.04% among 91,000; in the data active = activation above about 37%; note: values of inactives mirror those of a sister screen read the other way
Target sequence (P34913 whole entry, looked up): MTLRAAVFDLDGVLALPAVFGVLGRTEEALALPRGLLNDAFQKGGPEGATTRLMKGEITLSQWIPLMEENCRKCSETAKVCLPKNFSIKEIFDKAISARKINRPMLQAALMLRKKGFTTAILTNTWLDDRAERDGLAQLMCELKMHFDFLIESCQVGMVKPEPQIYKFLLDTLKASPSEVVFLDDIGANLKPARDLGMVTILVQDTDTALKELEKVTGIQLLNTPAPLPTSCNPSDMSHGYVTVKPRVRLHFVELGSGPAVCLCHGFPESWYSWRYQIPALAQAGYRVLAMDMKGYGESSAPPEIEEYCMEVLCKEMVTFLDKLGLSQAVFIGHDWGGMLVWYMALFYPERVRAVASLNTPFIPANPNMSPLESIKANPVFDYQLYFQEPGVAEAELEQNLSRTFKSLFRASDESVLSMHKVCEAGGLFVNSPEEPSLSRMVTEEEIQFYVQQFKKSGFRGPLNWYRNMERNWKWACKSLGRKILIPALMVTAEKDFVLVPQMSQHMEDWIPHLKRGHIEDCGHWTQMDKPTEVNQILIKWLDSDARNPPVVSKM
Candida biofilm = kills Candida albicans biofilms; C. albicans biofilm + clotrimazole, Alamar Blue; inhibition, % at 6 µM; hit rate 0.14% among 85,000;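 active = inhibition above 20%; inactive = inhibition below 20%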;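 note: preformed 24 hr biofilms exposed to compound for 48 hr; 0% = biofilm without compound and 100% = blank killed by clotrimazole plus chlorhexidine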
Numbers without * were called inactive; / = not tested or not shown; [ ] = dose if it differs, or a comment.

SMILES	ERb coact inh	ERa coact pot	Lung fibro prol	ERa coact inh	HUVEC prolif 384	Smad3 FoxH1 inh	H69AR inhibit	sEH act	Candida biofilm
CCSC1=C(C#N)C(c2ccccc2OC)CC(=O)N1 (stereo not drawn)	-2	103	98	8	113	4	87	/	1
CN1CCN(C2=C(Cl)C(=O)N(c3cccc(Cl)c3)C2=O)CC1	-1	105	91	-4	85	-4	86	-2	6
OC(Cn1cncn1)(c1ccccc1)c1ccccc1	3	97	99	-8	93	-17	89	8	0
CC(C)CCNC(=O)C1CCCN1C(=O)NC1CCCCC1 (stereo not drawn)	-1	106	100	-3	92	-11	92	-18	5
N#Cc1nc(COc2ccc(Br)cc2)oc1NCCCn1ccnc1	-3	113	96	-32	90	0	107	9	1
COc1ccc(Nc2nccc3c2nnn3C)cc1	3	113	97	-5	95	5	85	2	-2
Cc1nc(NC(C)c2ccccc2)c2oc3ccccc3c2n1 (stereo not drawn)	-7	97	99	7	82	0	81	10	8
CCCc1cc(C(=O)Nc2cc(C)nn2-c2ccccc2)no1	-5	118	94	-11	94	0	90	7	-8
Cc1ccc2oc(-c3ccc(NC(=O)CC(C)C)cc3)nc2c1	15[fluorescence artefact?]	225*[fluorescence artefact?]	94	-1[fluorescence artefact?]	106	10	98	-10	0
N#CCn1c(C2CCCCC2)nc2ccccc2c1=O	40	86	76	34	105	-1	90	/	-3
COC(=O)C(NC(C)=O)(Nc1nc2c(C)cc(C)cc2s1)C(F)(F)F (stereo not drawn)	-9	89	88	-12	71	7	26*	-3	5
CNC(=O)CCC(=O)Nc1ccc(C(=O)OC)cc1	-8	91	82	-2	94	0	114	/	5
CCCC(=O)Nc1nc(-c2ccc3c(c2)CCN3S(C)(=O)=O)cs1	-7	97	103	-4	89	7	78	22	8
O=C(NCc1cccnc1)c1cccc(C(F)(F)F)c1	1	118	100	0	109	0	95	-6	7
CC1(C)Cc2noc(N)c2C(C)(C)N1OC(=O)c1scc2c1OCCO2	-26[fluorescence artefact?]	106	103	-21	96	-10	84	-4	5
Cc1ccc(S(=O)(=O)CC(=O)NC2CC2)cc1	-12	108	104	-2	95	-19	102	-3	3
N#CC(C#SN)=C1CCCCC1	-6	102	/	-16	98	6	89	4	5
O=C(Cn1[nH]c(=O)c2ccccc2c1=O)Nc1cccc(-c2nnc3n2CCCCC3)c1	2	100	95	8	77	-2	84	/	-7
Cc1cccc(OCCCC(=O)NC(C)C)c1	6	93	108	-3	102	0	87	-8	12
O=C(CN1CCN(CCC(=O)Nc2ccccc2F)CC1)Nc1ccc(Cl)cc1	5	107	98	0	93	-3	103	0	-2
O=C(NC1CCCC1)C(c1ccccn1)N(C(=O)c1csnn1)C1CC1 (stereo not drawn)	-10	113	92	-9	111	-3	106	15	3
CCCCOC(=O)Nc1ccc(S(=O)(=O)Nc2nc(C)cc(C)n2)cc1	-11[fluorescence artefact?]	118	92	-4	99	0	102	-2	9
O=C(Nn1cnnc1)c1ccccc1-c1ccccc1	-4[fluorescence artefact?]	110	103	-9	96	9	95	3	6
CC(=O)Nc1cccc(Oc2nc(C)cc(C)c2C#N)c1	-6	98	99	-8	105	0	89	-5	-3
O=C(CCn1cccc1)NCCc1ccc(Cl)cc1	5[fluorescence artefact?]	107	111	5[fluorescence artefact?]	101	3	98	-11	2
COc1ccc(N2CCN(C(=O)Cc3nn(C)c(=O)c4ccccc34)CC2)cc1	-8	113	97	-1	101	-1	88	3	5
CCOC(=O)c1[nH]c(C)c(C(=O)N(C)Cc2ccccc2)c1C	-10[fluorescence artefact?]	93	100	4	105	7	99	/	-1
Cc1cc(C)n(-c2ccc(C(=O)OCn3nnc4ccccc4c3=O)cc2)n1	9[fluorescence artefact?]	94	100	3[fluorescence artefact?]	99	-11	103	-15	8
O=C(Nc1nnc(COc2ccccc2)s1)c1ccco1	-18[fluorescence artefact?]	101[fluorescence artefact?]	108	-1	92	-7	100	8	1
CCN(CC)CCNC(CC(=O)Nc1ccc(Cl)cc1Cl)C(=O)O (stereo not drawn)	-4	98	96	-6	98	9	92	2	5
CCOc1ccccc1N(CC(=O)Nc1ccc(C)cc1)S(C)(=O)=O	2	112[fluorescence artefact?]	99	-2[fluorescence artefact?]	91	15	92	/	2
Cc1[nH]nc(SCC(=O)N2CCCCC2)c1[N+](=O)[O-]	-4	691*[fluorescence artefact?]	107	-7	87	5	92	2	1
C=CCn1c(=N)c(C(=O)NCCCOC)cc2c(=O)n3cc(C)ccc3nc21	-5	110	90	3	97	0	90	/	-6
Cc1ccccc1C(=O)NC1CC(C)(C)NC(C)(C)C1	-3	102	102	-6	99	1	81	2	0
Cc1oc(-c2ccc(Cl)cc2)nc1CN1CCC(C(=O)NCc2cccnc2)CC1	-3	115	103	1	103	4	94	-15	-8
c1ccc2c(-n3cccn3)cccc2c1	-17	109	100	-11	103	12	117	19	0
COC(=O)c1cc(OC)c(OC)cc1NC(=O)C1CCC(=O)N1S(=O)(=O)c1ccc(C)cc1 (stereo not drawn)	-2	101	98	-2	92	-2	80	12	9
COc1ccc(CC(=O)OCC(=O)Nc2c(C)n(C)n(-c3ccccc3)c2=O)cc1	-1	110	98	-8[fluorescence artefact?]	97	5	101	/	10
CCNC(=O)CN(c1ccc(Cl)cc1)S(=O)(=O)c1ccccc1	-5	94	100	0	91	6	74	9	4
O=C(CSc1nc2c(sc3ccccc32)c(=O)n1Cc1ccco1)NCC1CCCO1 (stereo not drawn)	39[fluorescence artefact?]	279*[fluorescence artefact?]	85	12	80	-59[fluorescence artefact?]	90	0	-3
Cc1cc2cc(CNC(=O)CC(C)C)ccc2n1C	-13[fluorescence artefact?]	80[fluorescence artefact?]	105	-27[fluorescence artefact?]	93	-11	92	/	7
O=C(Nc1nc2ccccc2n1CCN1CCCCC1)c1ccco1	-5	84	92	6	101	-3	57	8	4
Cc1cc(NC(=O)CCCC(=O)N(CC(=O)NC2CCCCC2)c2ccccc2)no1	13	112[fluorescence artefact?]	101	1	101	-19	99	-4	-4
CCC(=O)Nc1ccc(C(=O)Cn2nc(C(=O)O)c3ccccc3c2=O)cc1	61*	51[fluorescence artefact?]	97	77*[fluorescence artefact?]	99	-3	88	/	8
CCOC(=O)c1cnc(SCC(=O)Nc2cccc(OC)c2)nc1N	-2	113	98	1	93	0	89	2	4
CCN(CC)S(=O)(=O)c1cccc(-c2nnc(SCC(=O)c3cc(C)n(C)c3C)o2)c1	7[fluorescence artefact?]	97[fluorescence artefact?]	98	0	86	-3	66	-7	8
CCCS(=O)(=O)NCCc1cc2c(OC)ccc(OC)c2[nH]c1=O	-1[fluorescence artefact?]	119	100	-2	92	2	72	-9	11
O=C(C1CCC(=O)N1Cc1cccnc1)N1CCN(c2ccc(F)cc2)CC1 (stereo not drawn)	-9[fluorescence artefact?]	124	89	-7	101	5	94	-3	1
COc1cccc(OC)c1OCCCCN1CCCC1	5	97	96	0	97	11	102	4	3
Cc1ccc(NC(=O)c2cc(-c3cccs3)on2)cc1	0	118	110	0	106	2	95	-1	2

New compounds follow
SMILES	ERb coact inh	ERa coact pot	Lung fibro prol	ERa coact inh	HUVEC prolif 384	Smad3 FoxH1 inh	H69AR inhibit	sEH act	Candida biofilm
CCn1c(SCC(=O)c2cccs2)nnc1-c1ccco1	6	62[fluorescence artefact?]	111	31[fluorescence artefact?]	103	13	94	2	7
O=C(Nc1ccc2c(c1)C(=O)N(C1CCCCC1)C2=O)C1CCCO1 (stereo not drawn)	-2	84[fluorescence artefact?]	92	3	87	3	71	-4	0
OC(COc1c(Cl)cc(Cl)cc1Cl)CN1CCCCC1 (stereo not drawn)	-10	115	91	-2	101	-2	80	-8	/
O=C(O)C1CCCCC1C(=O)OCCCCOC(=O)C1CCCCC1C(=O)O (stereo not drawn)	9	61	105	-5	92	-5	103	-5	7
Cc1cnc(NC(=O)CSc2ncn(-c3ccccc3)n2)s1	9[fluorescence artefact?]	101[fluorescence artefact?]	100	-2	90	-13	79	25	-2
O=C(Nc1ccc2oc(-c3cccnc3)nc2c1)c1ccco1	26	67[fluorescence artefact?]	104	35	102	-8	80	12	5
COc1cc(NS(=O)(=O)c2ccc(NC(=O)COc3ccccc3C)cc2)nc(OC)n1	8[fluorescence artefact?]	93	99	6	87	6	91	8	4
CN(C)S(=O)(=O)c1ccc(N2CCCC2)c(C(=O)Nc2ccc(N3CCOCC3)cc2)c1	-3	128	97	-2	103	15	100	0	-1
CCCCn1c(SCC(=O)N2CCC(C(=O)OCC)CC2)nc2cc(S(N)(=O)=O)ccc21	-14[fluorescence artefact?]	95	97	-23	102	3	48	0	4
CCCC1(C(=O)OCC)NC(c2ccc(OC)cc2OC)C2C(=O)N(c3ccc4c(c3)OCCO4)C(=O)C21 (stereo not drawn)	-16[fluorescence artefact?]	108	94	-23	106	4	85	-10	3
Cn1ccnc1SC(=O)N1c2ccccc2Sc2ccccc21	9[fluorescence artefact?]	103	99	-2	94	4	79	6	11
CC1(C)CC(=O)C2=C(C1)Nc1[nH]n(-c3ccccc3)c(=O)c1C2c1ccc2c(c1)OCO2 (stereo not drawn)	-3	94[fluorescence artefact?]	94	13	101	-10	90	-2	4
CCOC(=O)c1ccc(Cn2cnc3ccccc3c2=O)cc1	-1	72	97	-6	107	-8	100	19	-3
COc1cc(C(=O)NCCCN2CCCC2=O)cc(OC)c1OC	2[fluorescence artefact?]	121	98	3[fluorescence artefact?]	89	-5	102	8	2
CCOc1ccccc1NC(=O)N1CCC(n2nnc3cc(C)ccc32)CC1	-10	101[fluorescence artefact?]	111	-11	91	2	76	/	-2
Cc1c(-c2cccs2)[n+](=O)c2c(n1[O-])CCCCC2	-5[fluorescence artefact?]	119	97	-1	102	5	100	/	9
Cn1c(=O)cc(OCCCC(=O)NCCCN2CCN(Cc3ccccc3)CC2)c2ccccc21	-5	110	102	3	83	4	84	10	11
c1cn2cc(-c3ccc4c(c3)OCO4)nc2s1	4[fluorescence artefact?]	105	102	0[fluorescence artefact?]	92	-4	88	/	-1
COc1ccc(CN2CCCC2C(=O)Nc2ccc(OC)c(OC)c2)cc1OC (stereo not drawn)	-11[fluorescence artefact?]	116	97	1	104	-1	87	/	7
CC1CN(C(=O)c2ccncc2)CC(C)O1 (stereo not drawn)	-7[fluorescence artefact?]	104	97	-12	98	-1	92	-4	9
Cc1cc(NC(=O)CSc2nnc(-c3cccnc3)n2C2CCCCC2C)no1 (stereo not drawn)	-4	109[fluorescence artefact?]	100	-4	91	3	78	-7	8
CS(=O)(=O)N(CC(=O)NCCSCc1c(F)cccc1Cl)c1ccc2c(c1)OCO2	4	89	91	7	97	8	73	-2	-4
COc1ccc(NC(=O)CCNS(=O)(=O)c2ccc3c(c2)c(=O)n(C)c(=O)n3C)c(OC)c1	/	/	104	/	95	/	83	/	1
CCOC(=O)CCc1c(C)n(CC)c2cc(-c3ccccc3OC)nn2c1=O	-3	89	100	-2	96	5	100	10	4
CCn1c(SCC(=O)Nc2nc3ccccc3s2)nnc1-c1ccc(Br)cc1	20[fluorescence artefact?]	153	103	20[fluorescence artefact?]	101	13	92	-3	5

A portion of the library; the hit share may differ from the screen's.
